Screening results (PubChem)
GPR7 antagonist = GPR7 receptor antagonists, primary screen, cell-based, fluorescence, single concentration. Neuropeptides B/W receptor type 1 (Homo sapiens), P48145. GPR7-expressing cells, fluorescence antagonist assay. inhibition, % at 4.4 µM. hit rate 1.1% among 290,000; in the data active means inhibition above about 16%, passing the limit was not always enough;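 further: cells stimulated with the agonist NPW; 0% = agonist with vehicle and 100% = vehicle without agonist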
GalR3 antagonist = GalR3 antagonists in HEK293 cells, primary screen, cell-based, fluorescence readout | HEK293 GalR3-CNG cAMP membrane potential fluorescence; galR3 body fused to GalR1 C-terminus | inhibition, % at 3 µM | hit rate 0.44% among 360,000 | AID 651719, 2012;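 active means inhibition above the screen-wide average plus 3 SD, cut at about 13% in these data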;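 further: forskolin and galanin both at EC90 stimulate the cells; cAMP rise reported by CNG channel membrane potential dye signal; 0% = forskolin plus galanin with DMSO and 100% = forskolin alone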
V1R ag counter = agonists of human V1a receptor, primary screen, counter-screen for OXTR agonist project, fluorescence, CHO-V1R cells | activation, % at 3 µM | Fluo-8 calcium fluorescence, agonist mode; 0% DMSO, 100% 3 nM vasopressin | hit rate 0.25% among 320,000;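 active means activation above the mean activation of all tested compounds plus 3 SD, per screening run, cut at about 20% in these data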;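 further: signal is peak over basal fluorescence ratio across a 100 second FLIPR read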
PHOSPHO1 block = PubChem AID 1565; Phosphoethanolamine/phosphocholine phosphatase (Homo sapiens), Q8TCT1; recombinant PHOSPHO1, absorbance phosphatase assay; inhibition, % at 13.3 µM; hit rate 1.1% among 290,000; in the data active means inhibition above about 60%
OXTR agonist = human OXTR agonists, primary screen, fluorescence, CHO-OTR cells, Fluo-8 calcium. activation, % at 3 µM. hit rate 0.32% among 320,000. Oxytocin receptor (Homo sapiens), P30559. AID 2435, 2010. Fluo-8 calcium fluorescence; normalized: DMSO 0%, oxytocin 100%;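 active means activation above the mean of all tested compounds plus 3 SD, cutoff set per screening run, cut at about 20% in these data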;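 further: peak over basal fluorescence ratio from a 100 s FLIPR kinetic read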
Target sequence (P30559 whole entry, looked up): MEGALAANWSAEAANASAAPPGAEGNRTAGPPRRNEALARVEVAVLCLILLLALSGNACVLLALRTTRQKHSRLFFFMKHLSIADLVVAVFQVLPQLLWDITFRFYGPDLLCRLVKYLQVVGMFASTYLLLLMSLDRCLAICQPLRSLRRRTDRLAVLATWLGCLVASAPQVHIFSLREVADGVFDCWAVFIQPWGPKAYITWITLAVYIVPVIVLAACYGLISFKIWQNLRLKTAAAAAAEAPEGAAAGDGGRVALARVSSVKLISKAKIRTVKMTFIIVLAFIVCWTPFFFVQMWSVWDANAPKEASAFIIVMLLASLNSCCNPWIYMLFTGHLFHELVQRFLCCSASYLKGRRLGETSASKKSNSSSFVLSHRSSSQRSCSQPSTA
NALP1 inh = NALP1 inflammasome inhibitors in reconstituted yeast, colorimetric, S. cerevisiae, triplicate retest. S. cerevisiae NALP1/ASC/caspase-1 growth, X-gal OD620, 72 h. inhibition, % at 10 µM. hit rate 0.61% among 280,000. AID 2071, 2009; in the data active means inhibition mostly above about 24%, no sharp cut-off; inactive means mostly below about 32%; further: some compounds called inactive have numbers as strong as hits
MEKK2 WT-MEK5 = modulators of MEK5 binding to wildtype MEKK2, primary screen, biochemical, multiplex bead flow cytometry, Alexa488-MEK5; Mitogen-activated protein kinase kinase kinase 2 (Homo sapiens), Q9Y2U5; hit rate 1.1% among 290,000; AID 1531, 2009; binding response (% of control), % at 10 µM; Alexa488-MEK5 binding to MEKK2 WT; actives lie on both sides; in the data active means binding response below about 67% or above about 130%
MEKK3 PB1 HTS = modulators of MEKK3-MEK5 PB1 binding, primary screen, biochemical, wildtype MEKK3, multiplex bead flow cytometry, Alexa488-MEK5 | bead-based flow cytometry, Alexa488-MEK5 binding to MEKK3; actives lie on both sides; 0 = blocked by unlabeled MEK5, 100 = vehicle | AID 1529, 2009 | binding response (% of control), % at 10 µM | hit rate 1.4% among 290,000;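 active means binding response more than 3 SD above or below the average of its plate-row segment, actives on both sides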;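 further: Alexa488 bead fluorescence after subtracting the streptavidin-only scavenger bead signal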
Target sequence (Q99759 whole entry, looked up): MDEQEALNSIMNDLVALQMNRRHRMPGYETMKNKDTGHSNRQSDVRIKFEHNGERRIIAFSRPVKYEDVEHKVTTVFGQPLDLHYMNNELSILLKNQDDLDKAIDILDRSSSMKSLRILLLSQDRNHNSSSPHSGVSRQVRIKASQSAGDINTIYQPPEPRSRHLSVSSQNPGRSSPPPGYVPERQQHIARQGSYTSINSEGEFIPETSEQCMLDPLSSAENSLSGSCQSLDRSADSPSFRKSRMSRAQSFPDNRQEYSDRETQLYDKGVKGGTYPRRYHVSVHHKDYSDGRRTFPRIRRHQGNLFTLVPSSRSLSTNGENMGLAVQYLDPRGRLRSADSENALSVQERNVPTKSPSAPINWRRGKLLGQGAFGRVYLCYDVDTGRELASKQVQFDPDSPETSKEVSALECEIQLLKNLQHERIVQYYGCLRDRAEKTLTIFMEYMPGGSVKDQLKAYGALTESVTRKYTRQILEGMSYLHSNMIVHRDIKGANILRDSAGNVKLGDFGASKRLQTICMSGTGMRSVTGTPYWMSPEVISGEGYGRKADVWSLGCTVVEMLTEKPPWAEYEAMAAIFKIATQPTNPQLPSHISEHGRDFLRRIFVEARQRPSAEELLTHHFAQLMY
MEKK2 mut-MEK5 = MEK5 binding signal on mutant MEKK2 PB1, primary screen, biochemical, multiplex bead flow cytometry, Alexa488-MEK5; Alexa488-MEK5 binding to MEKK2 mutant; hit rate 0.35% among 290,000; AID 1530, 2009; percent response, % at 10 µM; in the data active means percent response above about 24%, passing the limit was not always enough; further: inactives centre near 1; some results filed as inactive read as strong as hits; reference of the scale not given here
* = called active by the depositor; / = not tested or not shown; [ ] = another dose, or the depositor's remark.

SMILES,V1R ag counter,PHOSPHO1 block,MEKK2 WT-MEK5,GalR3 antagonist,OXTR agonist,MEKK2 mut-MEK5,MEKK3 PB1 HTS,GPR7 antagonist,NALP1 inh
Cc1ccc(C)c(N2CCN(S(=O)(=O)c3ccc4c(c3)CCN4C(=O)CCC(=O)O)CC2)c1,0.4,-1,109,/,-0.6,6,106,8,-3
O=C(NCN1CCc2ccccc2C1)c1ccccc1,-0.3,-42,85,-2,0.4,-8,91,-7,26
CC(C)(C)c1ccc(-n2ncc3c2CCCC3NC(=O)C2=NNC(=O)CC2)cc1 (configuration not stated),6.3,21,100,0,5.7,-1,103,-16,13
O=C(C#Cc1ccccc1)Nc1cccc(F)c1,-0.7,/,102,-8,-2.1,0,100,16,/
COc1ccc(-n2c(N)c(C(=O)NCc3cccnc3)sc2=S)cc1,0.0,12,103,-4,-0.1,3,103,2,9
CC1CCN(C2(O)C(=O)Nc3ccc(Br)cc32)CC1 (configuration not stated),0.2,37,108,-2,-0.2,4,103,-9,2
COc1ccc(OC)c(C(=O)c2ccc(C(=O)O)cc2)c1,0.1,0,121,-2,-0.2,8,113,0,1
O=C(COC(=O)CNC(=O)c1ccc(Cl)cc1Cl)NC1CCCCC1,/,3,107,2,/,2,104,-5,3
Cn1c(NC(=O)Cc2cccs2)cc(=O)n(C)c1=O,0.7,6,102,5,0.6,12,102,1,-1
Cc1c(NC(=O)C2CC(c3ccc(F)cc3)=NO2)c(=O)n(-c2ccccc2)n1C (configuration not stated),-0.2,-11,17*[inhibitor],-2,-0.3,-38,9.0*[inhibitor],-4,-2
CCOc1ccc(NC(=S)N(CCCN2CCOCC2)Cc2cn(C)c3ccccc23)cc1,1.1,2,76,-1,1.0,-2,83,-7,4
COC(=O)c1cccc(NC(=S)NCc2ccco2)c1,4.5,26,113,-3,2.9,0,121,0,3
O=C(Nc1nncs1)c1cccnc1Cl,-1.2,-4,93,-10,1.6,-1,96,-2,14
COc1ccc(C2Nc3ccccc3C(=O)N2NS(=O)(=O)c2ccc(C)cc2)cc1OC (configuration not stated),1.9,32,93,1,1.1,-6,98,7,2
CCCCNC(=O)c1nn2cc(Br)cnc2c1Br,-0.2,6,94,0,-1.7,-2,96,-10,30
CN(C)S(=O)(=O)c1ccc(C(=O)NCC2(N3CCCCC3)CCCCC2)cc1,-0.7,16,86,8,-0.4,-14,96,-2,-7
COC(=O)c1c(-c2c(Cl)cccc2Cl)noc1C(=O)NN,0.5,3,89,-5,-0.6,-13,90,0,19
CCCCNC(=O)c1ccccc1Cl,0.8,-51,101,3,0.7,0,102,4,-2
Cc1ccccc1NC(=O)c1cccc(NC(=O)c2ccco2)c1,0.7,/,104,-3,-0.6,1,94,-11,-24
COc1ccc(C(=O)NCCc2ccccc2F)cc1OC1CCN(C(C)=O)CC1,1.6,38,108,-4,0.2,2,104,15,24
Cc1ccc(C(=O)CSc2n[nH]c(-c3ccco3)n2)cc1C,-0.8,-31,95,-4,-1.5,-4,99,3,-3
COC(=O)c1ccc2c(=O)n(CCN3CCOCC3)c(SCC(=O)C(C)(C)C)nc2c1,-0.8,36,95,-3,-0.6,-3,95,-8,-19
CCOCCCNC(=O)C1CCN(C(=O)Nc2ccc(Cl)cc2)CC1,0.7,-1,99,-3,1.1,1,102,-20,9
Clc1nn2cnnc2c2ccccc12,0.3,51,89,-3,0.0,-4,82,-9,-5
CCOC(=O)C1(Cc2ccc(Cl)cc2)CCN(C(=O)C2CCCO2)CC1 (configuration not stated),0.7,20,87,-4,-1.1,-11,89,-15,14
Oc1ccc(/C=N/N2CCCCC2)cc1O,0.8,24,105,-5,1.7,3,103,-14,5
O=C(NCCN1CCOCC1)c1ccccc1-c1ccccc1,-0.2,-45,103,-2,-0.6,3,99,3,-7
O=C(c1ccc(S(=O)(=O)N2CCCCC2)cc1)c1nnc(-c2ccc(Cl)cc2)o1,/,-20,103,-4,/,2,103,-3,23
CC(=O)Nc1ccc(S(=O)(=O)N2CCN(C(=O)C3COc4ccccc4O3)CC2)cc1 (configuration not stated),2.6,38,105,-1,0.6,2,103,-9,26
CC(C(=O)Nc1ccccc1Br)c1ccc([N+](=O)[O-])cc1 (configuration not stated),8.9,-6,106,-5,3.7,14,99,10,23
Cn1ccnc1C(=O)c1cccc([N+](=O)[O-])c1,-0.2,14,107,1,0.0,8,99,2,39
CCOC(=O)[C@@H]1[C@H]2COc3cc(OC)ccc3[C@H]2N2C(=O)N(c3ccc(C(F)(F)F)cc3)C(=O)[C@@]12C,0.4,-52,99,-3,-0.5,-5,100,-7,2
CC(C)CC(=O)N1CCN(c2ccc([N+](=O)[O-])cc2Cl)CC1,6.4,-13,106,-4,5.3,-2,102,3,51
O=C(NCc1cccs1)Nc1ccc(Cl)cc1,3.3,3,97,-2,2.1,7,89,-5,7
Fc1ccc(NC(=S)N/N=C/c2ccc(F)c(F)c2)c(F)c1,-1.0,37,95,-5,-1.8,2,101,-8,-2
Cn1cc(CN2CCN(c3ccc(Cl)cn3)CC2)c(-c2ccccc2F)n1,-0.7,28,89,-1,1.3,-11,92,-3,-12
O=C(Cn1nnc(-c2ccc(OCc3ccccc3F)cc2)n1)N1CCOCC1,8.2,-2,98,-6,5.0,4,96,6,-11
Cc1nc2ccc(S(=O)(=O)NCC(=O)N3CCN(c4ccccc4)CC3)cc2s1,5.0,-7,105,-4,3.4,9,105,-13,14
NC(=O)c1ccc(NC(=O)c2ccc3c(c2)CCN3S(=O)(=O)c2ccccc2)cc1,2.7,59,103,-4,1.6,2,101,-3,-16
COc1ccc(-c2csc(-c3ccc(C(=O)O)cc3)n2)cc1,0.0,46,87,-4,0.3,-7,92,-3,2
O=C(Nc1nccs1)c1cc(-c2ccccn2)nc2c(Cl)cccc12,-0.3,23,92,-3,0.0,-3,100,-14,11
CC(=O)N1CCc2cc(S(=O)(=O)NCCCN3CCN(Cc4ccccc4)CC3)ccc21,0.8,-4,/,-7,2.1,/,/,-16,-18
CCC(c1nnc(SCCNCCO)n1CCN1CCOCC1)N(C)C (configuration not stated),0.2,5,102,3,0.7,0,104,-5,-6
Cc1cc(=O)oc2cc(Oc3ccc([N+](=O)[O-])cc3[N+](=O)[O-])ccc12,-0.3,-21,92,1,-0.2,-1,94,-8,4
Cc1sc2nc(C(C)C)nc(SCC(=O)N3CCOCC3)c2c1C,-1.8,18,108,-7,-2.8,5,103,5,21
COc1ccccc1OCCC(=O)OCC(=O)Nc1cc(S(=O)(=O)N2CCOCC2)ccc1Cl,2.0,-10,98,-3,0.4,0,99,-7,0
O=C(COC(=O)CCC1CCCC1)Nc1ccc(Cl)cc1F,-1.5,1,133,-2,-2.5,13,96,-9,23
Cc1nc2nc(-c3ccccc3)nn2c(C)c1Cl,-0.7,/,100,-1,-0.9,10,100,8,/
Cc1ccc(SC(=O)c2c(C)noc2-c2cc(C)on2)cc1,-0.4,18,100,-2,-2.5,-7,96,-4,/
CCN(Cc1ccccc1)Cc1ccc(OCc2ccccc2)cc1,0.2,50,117,-7,-1.2,1,103,4,38*
O=C1CCC(C(=O)NCc2ccccc2)N1 (configuration not stated),-0.1,/,104,-7,-0.2,13,105,-8,-11
Cc1cc(Cl)nc2c(C(C)C)cccc12,0.8,-6,101,-4,-0.3,-2,99,-5,6
COc1ccccc1-c1nc(C#N)c(N2CCN(c3ccccc3)CC2)o1,-0.4,4,106,6,-2.3,4,106,-12,15
CCC(=Cc1ccc(CC)cn1)CC,0.1,34,71,-11,0.4,9,72,-13,16
N#Cc1c(Cl)nc(N/N=C/c2ccccc2)c(Cl)c1Cl,-0.7,13,111,-7,-1.2,12,103,-6,16
CCn1c(SCc2cccc(C(=O)O)c2)nnc1-c1ccc(Cl)cc1,/,/,98,-9,/,2,99,1,7
Cc1ccc2c(c1)C(=O)C(=O)N2CC(=O)Nc1ccccc1NC(=O)c1ccccn1,-1.0,19,98,20*,0.4,3,98,7,/
CCCCCn1c(=S)[nH]c2cc(C(=O)N3CCN(C(=O)OCC)CC3)ccc2c1=O,-0.1,39,99,-9,0.0,-3,100,-3,-21
COc1ccc(CSc2nc(CSC)cc(N3CCOCC3)n2)cc1,0.0,4,106,-4,-0.2,3,106,-10,-17
COc1ccc(CNC(=O)CCCn2nc([N+](=O)[O-])cc2C)cc1,0.8,16,102,-6,0.6,-2,105,-10,-15

(further entries)
SMILES,V1R ag counter,PHOSPHO1 block,MEKK2 WT-MEK5,GalR3 antagonist,OXTR agonist,MEKK2 mut-MEK5,MEKK3 PB1 HTS,GPR7 antagonist,NALP1 inh
Cn1c(SCc2nn[nH]n2)nc2c1c(=O)n(Cc1ccccc1Cl)c(=O)n2C,0.2,16,95,1,0.6,-3,103,-1,2
COc1cccc(Oc2nnnn2-c2ccccc2)c1,-0.6,9,105,-1,-0.8,-1,102,9,-17
Brc1ccc(-c2csc(N/N=C/c3cccnc3)n2)cc1,0.9,-68,94,-11,-0.2,-6,89,-16,-5
O=c1c2ccccc2ncn1CCCCOc1ccc(Br)cc1,-0.1,39,99,1,0.7,-1,95,-20,18
Cc1cc(=O)n(CC(C)C)c(O)c1C#N,-0.7,20,110,-1,-0.8,15,108,5,1
COc1ccc(NC(=O)c2ccc(=O)[nH]c2)cc1S(=O)(=O)N1CCCCC1,0.7,-2,99,-3,-0.9,-1,104,-12,27
CC(=O)Nc1nc(=O)c2ccccc2s1,-0.6,16,91,-2,-0.8,-6,93,-17,23
O=[N+]([O-])c1ncccc1Oc1nc(-c2cccnc2)nc2ccccc12,-1.2,-20,95,-5,-0.9,-3,102,-10,-1
CCn1c(=O)c2cc(C(=O)N(C)c3ccc(OC)cc3OC)sc2c2ccccc21,-1.2,27,98,5,-0.4,3,103,-16,-6
COc1ccc2cc(C(=O)C3CCCN(C(=O)Cc4c(C)noc4C)C3)ccc2c1 (configuration not stated),-0.1,35,96,-4,0.1,2,104,1,-9
CCOC(=O)c1ccc(NC(=O)c2nc[nH]c2C(=O)N[C@H](C)c2ccccc2)cc1,0.1,20,83,-4,-1.3,-18,88,/,/
CCCCN(CC)S(=O)(=O)c1c(C)[nH]c(=O)[nH]c1=O,0.4,-14,91,0,0.0,-4,96,-2,6
COc1ccc(-c2cc3ccccc3oc2=O)cc1NC(=O)c1cccnc1,1.6,22,102,-1,1.2,-7,100,-3,12
O=C(NCCN1CCN(Cc2ccccc2)CC1)Nc1cc(Cl)cc(Cl)c1,11,32,139*,-5,11,34,106,8,17
COC(CNC(=O)C1CCCCC1C(=O)O)OC (configuration not stated),-0.2,-3,97,3,-1.0,-2,92,0,10

Not a hit list; overall some 5.4% were active at least once.
